Bioassay records: PubChem BioAssay, several laboratories
MITF act: increases MITF-driven TRPM1 promoter luciferase signal; 300,000 compounds, 0.75% hits; AID 588334; SK-MEL-5 TRPM1-promoter luciferase, 24 h; % of positive control, neutral wells = 0; activation, % at 12.5 µM;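 active = mean activation of at least 80% with every replicate also reaching 80%; inconclusive = mean reaches 80% but some replicate falls short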;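 note: 0% = neutral control wells and 100% = parthenolide positive control wells; values of inactives mirror those of a sister screen read the other way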
Rtt109 Vps75: inhibitors of Candida albicans Rtt109/Vps75 histone acetyltransferase; purified Rtt109/Vps75, ThioGlo CoA-SH fluorescence, 4 h; inhibition, % at 34.9 µM; 330,000 compounds, 0.16% hits; Q5AAJ8;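 active = inhibition of at least 50% in every replicate; inconclusive = best replicate reaches 50% inhibition but some replicates fall short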
Target sequence (Q5AAJ8 whole entry, looked up): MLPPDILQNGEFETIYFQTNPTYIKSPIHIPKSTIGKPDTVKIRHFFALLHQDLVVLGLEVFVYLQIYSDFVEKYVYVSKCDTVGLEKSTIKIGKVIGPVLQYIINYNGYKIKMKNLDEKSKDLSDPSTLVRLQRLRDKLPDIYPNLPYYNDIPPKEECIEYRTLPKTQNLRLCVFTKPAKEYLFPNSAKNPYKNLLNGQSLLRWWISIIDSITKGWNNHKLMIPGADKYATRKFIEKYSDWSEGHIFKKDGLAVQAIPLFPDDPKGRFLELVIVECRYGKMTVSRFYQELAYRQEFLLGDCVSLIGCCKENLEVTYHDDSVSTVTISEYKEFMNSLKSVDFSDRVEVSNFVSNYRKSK
SR-BI DiI-HDL act: activators of SR-BI mediated HDL lipid uptake | activation, % at 12.5 µM | AID 504775 | CHO ldlA[mSR-BI] cells, DiI-HDL uptake fluorescence, 3 h; 100 = double the neutral-control signal | 320,000 compounds, 0.096% hits;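 active = mean replicate activation of at least 60% and every replicate at or above 60%; inconclusive = mean or all-replicate condition met, but not both; inactive = mean below 60% and not all replicates reaching 60%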;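 note: 0% = median plate neutral-control signal and 100% = twice that signal; values of inactives mirror those of a sister screen read the other way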
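System: CHO ldlA[mSR-BI] cells / Medium: HEPES-buffered (25 mM, pH 7.4) F12 plus 0.5% BSA / Probe or stimulus: labelled HDL, 10 µg/mL / Doses: single compound concentration, delivered by pin transfer / Schedule: 3 h, 37 °C / Measured by: DiI fluorescence, bottom read / Measure: cell-associated DiI fluorescence as measure of HDL uptake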
dFosB act: mouse delta FosB homodimer activation; P13346; purified delta FosB, TAMRA-CDK5 oligo fluorescence polarization; percent of positive-control signal above neutral wells; activation, % at 25 µM; 340,000 compounds, 0.99% hits;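 active = mean activation above about 17%, with every replicate also reaching it, limit read from the data, passing the limit was not always enough; inconclusive = only one of the two conditions met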;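 note: fluorescence polarization rise as delta FosB binds a TAMRA Cdk5 AP-1 oligo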
Target sequence (P13346 whole entry, looked up): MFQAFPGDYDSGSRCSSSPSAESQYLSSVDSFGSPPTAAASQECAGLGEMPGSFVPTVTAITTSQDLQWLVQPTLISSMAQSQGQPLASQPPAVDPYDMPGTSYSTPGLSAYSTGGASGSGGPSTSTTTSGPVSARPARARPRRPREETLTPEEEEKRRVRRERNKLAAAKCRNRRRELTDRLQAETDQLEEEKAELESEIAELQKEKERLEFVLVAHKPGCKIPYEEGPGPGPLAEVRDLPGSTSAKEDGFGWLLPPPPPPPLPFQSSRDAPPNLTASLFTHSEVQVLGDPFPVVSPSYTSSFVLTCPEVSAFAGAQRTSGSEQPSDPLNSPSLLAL
HTR5A ag ctr: HTR5A agonism, opioid heterodimer counter-screen. 340,000 compounds, 0.61% hits. P47898. HTR5A agonist assay, luminescence, cell-based. activation, % at 9.3 µM; in the data active = activation mostly above about 9.5%, no sharp cut-off; inactive = mostly below about 7.6%;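 note: 0% = cells with vehicle only and 100% = reference agonist; strong numbers were not always called active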
Target sequence (P47898 whole entry, looked up): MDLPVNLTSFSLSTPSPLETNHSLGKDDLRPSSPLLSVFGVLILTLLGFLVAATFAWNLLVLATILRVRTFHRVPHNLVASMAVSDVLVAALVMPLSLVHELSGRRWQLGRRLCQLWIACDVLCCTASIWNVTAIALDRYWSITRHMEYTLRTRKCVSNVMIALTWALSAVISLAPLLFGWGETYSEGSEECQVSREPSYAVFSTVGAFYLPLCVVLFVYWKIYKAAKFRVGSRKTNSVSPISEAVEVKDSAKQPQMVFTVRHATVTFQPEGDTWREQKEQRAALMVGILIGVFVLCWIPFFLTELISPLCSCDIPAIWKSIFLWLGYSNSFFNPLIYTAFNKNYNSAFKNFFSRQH
cardiac RTF act: increases calcium sensitivity of human cardiac regulated thin filaments; activation, % at 7.2 µM; 340,000 compounds, 0.24% hits; P19429+P45379; IANBD-labeled TnC RTF fluorescence at EC20 calcium; 0% EC20 calcium, 100% full calcium;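 active = activation above the mean over all tested compounds plus 3 SD, cut at about 30% in these data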;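 note: rise in fluorescence read as greater calcium sensitivity of cardiac thin filaments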
Wnt act: activators of Wnt/beta-catenin signaling. 300,000 compounds, 1.2% hits. Wnt/beta-catenin reporter cell assay, activator, plate reader. activation, % at 9.35 µM. AID 743398; in the data active = activation above about 30%, passing the limit was not always enough; inconclusive = no clear call, values can overlap the other calls;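 note: 0% = neutral control wells and 100% = positive control wells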
CDK5 inh: CDK5/p35 (human) kinase inhibition; Q00535+Q15078; Recombinant CDK5/p35, ADP-Glo luminescence, 60 min; inhibition, % at 10 µM; 330,000 compounds, 0.01% hits;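 active = highest replicate inhibition of at least 50% and at least 75% of replicates reaching 50%; inconclusive = only one of the two criteria met; inactive = both criteria failed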;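 note: plate controls were DMSO neutral control for no effect and GW8510 at 10 µM for full effect; many of its hits are not listed in these tables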
PvdQ inh: blocks Pseudomonas aeruginosa PvdQ acylase activity | purified PvdQ acylase, fluorescence plate reader | inhibition, % at 10 µM | 340,000 compounds, 0.063% hits; in the data active = inhibition above about 30%, passing the limit was not always enough; inconclusive = no clear call, values can overlap the other calls;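 note: 0% = vehicle neutral wells and 100% = reference inhibitor wells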
SR-BI HDL uptake: inhibitors of mouse SR-BI mediated HDL lipid uptake | Q61009 | ldlA[mSR-BI] CHO cells, DiI-HDL uptake fluorescence, 3 h | inhibition, % at 12.5 µM | 320,000 compounds, 0.96% hits;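 active = mean replicate inhibition of at least 70% and a set share of replicates each scoring 70 or more; inconclusive = meets just one of the two criteria; inactive = fails both criteria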;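 note: 0% = median of neutral control wells and 100% = median of positive control wells; values of inactives mirror those of a sister screen read the other way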
Numbers without * were called inactive; ? = inconclusive; . = no result given.

SMILES	MITF act	Rtt109 Vps75	SR-BI DiI-HDL act	dFosB act	HTR5A ag ctr	cardiac RTF act	Wnt act	CDK5 inh	PvdQ inh	SR-BI HDL uptake
CN(CC(=O)Nc1ccc(Cl)cc1F)C1CCS(=O)(=O)C1 (configuration not stated)	.	0	35	2	4	-1	-1	1.7	-1	-35
Cc1cccc(NC(=O)c2cc(-c3ccco3)nc3ccccc23)n1	-1	6	-44	-5	-2	13	.	-0.7	-16	44
NS(=O)(=O)c1ccc(CCNC2CC(=O)N(Cc3ccccc3)C2=O)cc1 (configuration not stated)	-10	.	21	1	0	3	.	-4.0	-10	-21
O=C1C2C3c4ccccc4C(c4ccccc43)C2C(=O)N1Cc1ccco1 (configuration not stated)	-9	2	20	-1	1	2	.	-3.7	-24	-20
COc1ccc(N(CC(=O)NCCc2ccccc2)C(=O)c2csnn2)cc1OC	12	0	-4	3	-4	0	-1	2.6	-5	4
CNC(=S)N/N=C(\C)c1ccc2c(c1)OCO2	0	0	1	0	-1	1	1	-1.6	-10	-1
COc1cccc(NC(=O)N2CCN(c3nc(-c4cccc(OC)c4)cs3)CC2)c1	-19	2	.	1	4	2	-1	-2.3	-17	.
CNc1c(C(=O)O)ccc2c1C(=O)c1ccccc1C2=O	-14	4	16	7	-9	-11	-1	5.1	-4	-16
O=[N+]([O-])c1ccc(S(=O)(=O)Nc2nc3ccccc3nc2Nc2ccccc2)cc1	-1	-9	-78	-9	.	.	-1	-0.5	-5	78*
Cn1c(=O)c([N+](=O)[O-])c(Cl)c2ccccc21	-94	-10	5	1	-5	3	-1	-1.0	11	-5
CC1=NN(c2ccc(C(=O)O)cc2)C(=O)/C1=C\c1ccc(OC(=O)c2cccs2)cc1	9	2	-4	-6	1	-6	0	1.2	-2	4
O=C(Nc1cccc(O)c1)C1CCCN1C(=O)OCc1ccccc1 (configuration not stated)	-5	-6	.	-11	-3	5	-1	-1.7	-3	.
CN(C)c1ccc(P(=O)(OCc2ccccc2)C(O)c2ccccc2)cc1 (configuration not stated)	-7	-22	27	-3	-1	4	-3	0.7	-8	-27
O=Cc1ccc(OCC(=O)Nc2ccccc2-c2ccccc2)cc1	3	6	-21	-12	2	-3	12	-0.4	-1	21
Cc1nc(SCC(C)C)[nH]c(=O)c1Cc1ccccc1	-5	0	8	-5	5	9	.	1.0	-11	-8
O=C(CCN1CCN(c2ccc([N+](=O)[O-])cc2)CC1)c1ccc(Cl)cc1	0	-7	-3	-3	0	-3	8	2.1	-10	3
COc1ccc(Br)cc1/C=N/NC(=O)C(c1ccncc1)N1CCOCC1 (configuration not stated)	9	-5	-3	2	0	-6	-1	-0.2	-6	3
O=c1[nH]c(CSc2nnnn2-c2ccc(Cl)cc2)nc2ccccc12	-3	1	6	-3	-3	2	-1	1.8	-18	-6
Nc1nc(-c2ccc([N+](=O)[O-])cc2)cc(=O)[nH]1	8	-6	3	-1	2	9	3	0.4	-10	-3
CCC(C)[C@H](NC(=O)Nc1cccc(OC)c1)C(=O)OC (some centres not stated)	-2	5	28	-3	0	1	.	-0.8	9	-28
COCCNc1nc(-n2nc(C)cc2C)nc2sc3c(c12)CCCC3	-4	-5	-45	-4	-4	-2	.	2.0	6	45
C/C(=N/NC(=O)c1ccc(Br)o1)c1ccc(C)o1	6	10	9	-16	1	4	8	2.5	-9	-9
Cc1ccc(SCc2[nH]nc3c2C(c2ccco2)C(C#N)=C(N)O3)cc1 (configuration not stated)	2	25	18	-8	1	2	.	0.2	-17	-18
CCCNc1nc(C)cc(-c2cc(C(=O)NCc3ccccc3)on2)n1	-3	-9	-22	-3	4	-3	0	-0.6	-2	22
CN(C)CCNc1ncnc2oc(-c3ccccc3)c(-c3ccccc3)c12	19	-5	-8	6	-1	-1	0	-1.6	-19	8
Cc1ccc(-c2nnc(Nc3ccc(CC(N)=O)cc3)c3ccccc23)cc1S(=O)(=O)NCCO	.	1	-12	-2	0	-12	0	3.8	7	12
CCOC(=O)C1CCN(C(c2cc3c(C)ccc(C)c3[nH]c2=O)c2nnnn2C2CCCCC2)CC1 (configuration not stated)	4	5	7	-16	1	5	.	0.3	-8	-7
COc1ccc(CCNC(=O)c2cccnc2SC)cc1	-8	-1	12	4	-5	1	-2	0.4	-10	-12
CC1(C)CC(=O)C(C=Nc2ccc(C(=O)c3ccccc3)cc2N=CC2=C(O)CC(C)(C)CC2=O)=C(O)C1	-7	-15	-1	-6	2	44*	1	1.0	15	1
Cc1cc(C)nc(SCC(=O)Oc2ccc3oc(=O)cc(C)c3c2)n1	8	0	22	7	1	0	.	0.3	-7	-22
Cc1ccc(S(=O)(=O)n2ccc(=O)[nH]2)cc1	4	-4	9	7	-2	-6	7	1.0	-5	-9
Cc1ccc(C(C)C)cc1OCC(=O)Nc1ccc(N2CCCCC2)cc1	-5	11	-70	-9	1	-1	3	-0.5	2	70
Cc1ccc(Cn2nnc3c(=O)n(Cc4ccccc4C)cnc32)cc1	-7	-3	-7	0	-3	5	1	-1.7	-12	7
COc1cccc(C2NC(=O)NC(C)=C2C(=O)OCCSC)c1OC (configuration not stated)	9	8	16	0	0	4	-2	-0.8	-9	-16
CC(C)CNS(=O)(=O)c1ccc(S(=O)(=O)N2CCCN(Cc3ccccc3)C2)cc1	-2	-11	23	-13	3	-6	-1	1.4	-9	-23
CCN(CC(=O)Nc1c(F)cccc1F)C(=O)c1ccc(Sc2nncn2C)c([N+](=O)[O-])c1	2	-3	-1	-6	0	9	-1	0.6	-12	1
C/C(N)=C(/C#N)C(=O)COc1ncnc2ccccc12	-1	-20	27	-4	6	-4	.	-1.2	-10	-27
CC(=O)O[C@H](CC(=O)O)C[N+](C)(C)C	-6	4	6	4	2	1	1	1.3	6	-6
CCC(C)c1ccc(OCC(=O)Nc2ccc(CN3CCOCC3)cc2)cc1 (configuration not stated)	1	4	-13	-11	4	2	-2	-2.9	-13	13
Cc1nn(C)cc1S(=O)(=O)Nc1cccc(Cl)c1	-10	6	-8	-13	3	-4	-4	-1.0	-7	8

Three compounds already listed, ordered by the value under PvdQ inh, smallest number first.
smiles,PvdQ inh
CCN(CC(=O)Nc1c(F)cccc1F)C(=O)c1ccc(Sc2nncn2C)c([N+](=O)[O-])c1,-12
NS(=O)(=O)c1ccc(CCNC2CC(=O)N(Cc3ccccc3)C2=O)cc1 (configuration not stated),-10
CN(C)c1ccc(P(=O)(OCc2ccccc2)C(O)c2ccccc2)cc1 (configuration not stated),-8

(continued)
SMILES	MITF act	Rtt109 Vps75	SR-BI DiI-HDL act	dFosB act	HTR5A ag ctr	cardiac RTF act	Wnt act	CDK5 inh	PvdQ inh	SR-BI HDL uptake
O=C(O)c1ccc(C(=O)Nc2cccc3ccccc23)c(C(=O)O)c1	.	3	-6	-18	3	-4	1	-3.0	-8	6
Cc1nc(-c2ccccc2)sc1-c1nnc(C2CC2)o1	56	-1	-7	-24	5	-2	29	0.3	-9	7
Cn1cc(Br)c(C(=O)Nc2nccs2)n1	8	5	-25	-2	-2	1	12	1.7	-13	25
CCOc1ccc(C(=O)COC(=O)c2c(-c3ccccc3)noc2C)cc1	-6	5	.	-9	-9	1	26	2.6	-2	.
Cc1ccc(CNC(=O)CCn2c(=O)oc3ccccc32)cc1	-10	2	-2	1	4	2	5	-0.3	4	2
Cc1sc(=NC(=O)c2ccco2)n(C)c1-c1ccc(F)cc1	101*	-5	-7	2	-2	-9	.	-0.4	-16	7
COc1cc2c(cc1OC)C(C)N(C(=O)c1cccs1)CC2 (configuration not stated)	-4	-4	32	5	-3	2	-2	0.1	-21	-32
CCOC(=O)c1sc(=S)n(-c2ccccc2OC)c1N	-8	1	-14	3	-3	-1	.	0.7	-17	14
O=C1OCCN1C(=O)[C@H]1[C@H](c2ccc(F)cc2)C(c2cccc(Cl)c2)=NN1c1ccccc1	-1	3	7	1	0	-4	-1	0.8	-10	-7
CCc1cccc(NS(=O)(=O)c2ccc3c(c2)NC(=O)CC(=O)N3)c1	4	4	6	2	-3	-1	-1	0.8	-8	-6
Cc1cc(=O)[nH]c(SCC(=O)Nc2ccc(N3CCCCC3)cc2)n1	4	-4	-63	-6	0	-3	0	1.0	-11	63
COC(=O)[C@]1(CC(C)C)N[C@H](c2ccc(-c3ccc(C(C)=O)cc3)cc2)[C@@H]2C(=O)N(C)C(=O)[C@@H]21	6	2	31	-10	-1	7	-4	-1.9	-12	-31
Nn1cc(-c2ccccc2)nc1SCC(=O)NCCN1C(=O)CSC1=O	.	-1	9	0	2	4	.	1.4	-6	-9
COc1ccccc1N1CCN(C2CCCN(C(=O)c3ccoc3)C2)CC1 (configuration not stated)	10	5	9	-6	1	0	-2	0.5	2	-9
CCOC(=O)N1CCc2cc(OC)c(OC)c3c2c1cc1cc(OC)c(OC)cc13	.	1	-86	-30	4	-4	-1	-2.4	-17	86*
COc1ccc(S(=O)(=O)NCc2ccco2)cc1C(=O)N1CCOCC1	.	-21	.	-5	5	4	-1	0.7	-14	.
CCN(CC)C(=S)SC1CCCCN(C(=O)c2ccccc2)C1=O (configuration not stated)	-7	0	0	-9	-2	3	-1	0.2	-3	0
CCCc1cc(=O)oc2c(C)c(OS(C)(=O)=O)ccc12	-19	-8	10	-5	0	3	.	0.2	0	-10
COc1cc(OC)cc(C(=O)NNC(=O)c2cc(=O)[nH]c3ccccc23)c1	-5	-15	41	2	-3	-4	1	0.4	-10	-41
Cc1ccc([N+](=O)[O-])cc1N/C=C/C(=O)c1ccco1	16	13	-32	-9	2	-2	-1	0.6	-6	32
Cc1ccccc1N1C(=O)N(c2cccc(C(F)(F)F)c2)C2CS(=O)(=O)CC21 (configuration not stated)	-1	8	-2	0	-1	4	-3	-0.4	-9	2
COC(=O)[C@H](C)NC(=O)NCc1ccco1	9	1	3	-12	1	3	-1	-1.2	-11	-3
Cc1ccc([N+](=O)[O-])cc1S(=O)(=O)NCCc1cn2ccccc2n1	4	0	33	-5	-2	3	4	0.2	-8	-33
O=S(=O)(c1ccc(Cl)cc1)N1CCC(n2cnc3cc(C(F)(F)F)ccc32)CC1	1	20	14	-2	3	6	.	4.1	7	-14
CCCCn1c(N)c(N(Cc2ccccc2OC)C(=O)C(C)Oc2ccc(F)cc2)c(=O)[nH]c1=O (configuration not stated)	7	3	17	-8	-3	-6	3	-0.3	-2	-17
CC(C)(C)NC(=S)NC(=O)C12CCC3CC(CC(C3)C1)C2	-7	-1	-13	-5	-2	-4	-22	-1.0	10	13
Cc1cc(C)c2c(n1)sc1c(=O)n(CC(=O)c3ccccc3)cnc12	.	-2	-11	-19	0	6	?	-0.8	-21	11
CC(C)CC(=O)Nc1ccc(-c2cn3cccnc3n2)cc1	.	1	11	3	0	-4	2	1.5	4	-11
O=[N+]([O-])c1ccc(N/N=C/c2ccccc2O)cc1	35	10	-23	10	2	-7	6	2.1	-2	23
